hgDAF-12 ag: agonists of H. glycines DAF-12 nuclear receptor | HEK293 GAL4-hgDAF12 UAS-luciferase reporter, agonist luminescence; normalized to butyrate control | activation, % at 6.8 µM | actives 1.8% (n = 370,000) | AID 687014;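 active means activation above a cutoff set at the mean of all screened compounds plus 3 SD, cut at about 10% in these data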;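 further: 0% = DMSO wells and 100% = sodium butyrate wells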
ADAM10 inh: inhibitors of human ADAM10; recombinant ADAM10, EDANS/DABCYL FRET peptide cleavage, 3 h; inhibition, % at 7 µM; actives 0.62% (n = 370,000);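 active means inhibition above a per-campaign cutoff equal to the mean of compounds falling between control-based bounds plus 3 SD, cut at about 20% in these data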;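 further: 0% = DMSO wells while the 100% control is not disclosed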
Target sequence (O14672 214-748 limits assumed): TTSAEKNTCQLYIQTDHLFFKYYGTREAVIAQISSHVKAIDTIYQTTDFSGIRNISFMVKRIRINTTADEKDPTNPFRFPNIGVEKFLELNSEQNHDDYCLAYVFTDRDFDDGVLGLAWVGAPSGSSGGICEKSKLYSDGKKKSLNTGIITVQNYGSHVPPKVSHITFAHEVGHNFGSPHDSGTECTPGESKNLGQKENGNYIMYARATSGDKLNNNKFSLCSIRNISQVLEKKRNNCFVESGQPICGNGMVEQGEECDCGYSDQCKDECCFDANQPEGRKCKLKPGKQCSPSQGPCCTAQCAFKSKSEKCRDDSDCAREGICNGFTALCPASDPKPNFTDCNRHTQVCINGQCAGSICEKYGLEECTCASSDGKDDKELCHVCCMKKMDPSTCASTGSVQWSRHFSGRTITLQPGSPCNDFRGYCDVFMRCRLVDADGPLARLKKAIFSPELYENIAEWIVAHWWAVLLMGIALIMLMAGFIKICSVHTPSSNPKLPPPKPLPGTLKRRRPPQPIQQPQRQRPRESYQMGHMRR
DAX1 inh-1: DAX1 (NR0B1) inhibition, primary screen; HEK293T StAR-luciferase reporter, SF-1/DAX-1 repression relief; inhibition, % at 6.8 µM; actives 1.1% (n = 370,000); AID 652010;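 active means inhibition above the mean over all tested compounds plus 3 SD, cut at about 3.6% in these data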;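 further: 0% = DAX-1 cells with DMSO and 100% = cells lacking DAX-1 with DMSO; higher inhibition means more luminescence from relief of DAX-1 repression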
sPLA2-III inh: Inhibits HGIII-sPLA2 liposome hydrolysis, primary screen. Q9NZ20. QFRET BODIPY PC-A2 liposome hydrolysis, fluorescence. inhibition, % at 12.2 µM. actives 0.56% (n = 370,000);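 active means inhibition above mean plus 3 SD of compounds lying within the high and low control bounds, cut at about 19% in these data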;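 further: 0% = median of test compound wells and 100% = no enzyme DMSO wells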
Target sequence (Q9NZ20 whole entry, looked up): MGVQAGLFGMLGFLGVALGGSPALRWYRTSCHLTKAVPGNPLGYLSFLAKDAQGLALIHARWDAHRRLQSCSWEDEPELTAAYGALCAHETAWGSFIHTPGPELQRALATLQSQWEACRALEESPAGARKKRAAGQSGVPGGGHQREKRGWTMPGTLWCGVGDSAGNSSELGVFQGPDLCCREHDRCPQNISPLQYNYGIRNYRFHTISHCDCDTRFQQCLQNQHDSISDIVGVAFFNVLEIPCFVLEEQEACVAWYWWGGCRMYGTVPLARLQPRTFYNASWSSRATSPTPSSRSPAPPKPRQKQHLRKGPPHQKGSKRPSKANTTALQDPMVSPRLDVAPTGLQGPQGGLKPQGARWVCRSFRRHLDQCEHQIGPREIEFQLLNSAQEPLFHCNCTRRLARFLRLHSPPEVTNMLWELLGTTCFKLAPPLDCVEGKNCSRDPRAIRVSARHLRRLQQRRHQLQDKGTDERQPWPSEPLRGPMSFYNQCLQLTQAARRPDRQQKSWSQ
hcDAF-12 act: H. contortus DAF-12 activation, primary screen; HEK293 hcDAF-12 lit1-tk-luc reporter, luminescence; 0% DMSO, 100% Δ7-dafachronic acid; activation, % at 6.8 µM; actives 1.4% (n = 370,000);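 active means activation above the mean of all tested compounds plus 3 SD, cut at about 5.5% in these data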;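 further: 100% = response to 3 µM Δ7-dafachronic acid high control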
FXN GAA850 act: activators of GAA850 frataxin (FXN) promoter; AID 540364; HEK293 lucGAA850 FXN promoter luciferase reporter, 24 h; percent of 10 µM SAHA response; actives 0.56% (n = 360,000); activation, % at 6 µM;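 active means activation above the average of all compounds screened plus 3 SD, cutoff fixed separately per campaign, cut at about 7.5% in these data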;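 further: 0% = DMSO wells and 100% = 10 µM SAHA wells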
PLC-beta3 inh: inhibitors of human phospholipase C beta3. AID 720704. actives 0.18% (n = 370,000). Purified PLC-beta3, fluorogenic substrate, fluorescence. inhibition, % at 12.2 µM. Q01970; in the data active means inhibition above about 11%;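 further: 0% = median of compound wells on plate and 100% = full blocker control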
PLC-gamma1 inh: PLC-gamma1 (human) inhibition, primary screen; inhibition, % at 12.2 µM; AID 720700; P19174; actives 0.84% (n = 370,000); purified PLC-gamma1, fluorogenic substrate, fluorescence; in the data active means inhibition above about 9.5%
ADAM17 inh: ADAM17 inhibition, QFRET primary screen. inhibition, % at 6.95 µM. actives 0.83% (n = 370,000). P78536. recombinant ADAM17, EDANS/DABCYL FRET peptide cleavage;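 active means inhibition above the mean of compounds lying between control limits plus 3 SD, set per campaign, cut at about 8.5% in these data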;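 further: 0% = DMSO-only wells as the low control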
ssDAF-12 act: activators of S. stercoralis DAF-12 nuclear receptor | HEK293 ssDAF-12/GRIP1 lit1-tk-luc reporter, luminescence; % of 3 µM dafachronic acid response | activation, % at 6.8 µM | actives 1% (n = 370,000);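 active means activation above the mean over all tested compounds plus 3 SD, cut at about 0.9% in these data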;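 further: 0% = DMSO-only wells and 100% = 3 µM delta7-dafachronic acid wells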
DAX1 inh-2: NR0B1 (DAX1) inhibition. P51843. HEK293 Gal4-DAX1 luciferase reporter, luminescence. inhibition, % at 6.75 µM. actives 0.99% (n = 340,000). AID 504766;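 active means inhibition above the mean over all tested compounds plus 3 SD, cut at about 4.2% in these data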;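 further: 0% = DAX1-transfected cells with DMSO and 100% = empty-vector control cells with DMSO; inhibition shows as a rise in luminescence from relieved DAX1 repression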
The depositor's hits bear a star; i = inactive; x = not tested or not shown.

Results follow in this order: hgDAF-12 ag	ADAM10 inh	DAX1 inh-1	sPLA2-III inh	hcDAF-12 act	FXN GAA850 act	PLC-beta3 inh	PLC-gamma1 inh	ADAM17 inh	ssDAF-12 act	DAX1 inh-2
(1) COc1ccc(-c2ccc3nncn3c2)cn1
  -2.8	-12	0.7	11	0.2	0.2	-5	3	-6	-1.0	x
(2) CCN(CC)S(=O)(=O)c1cccc(C(=O)NCC2CCCCC2)c1
  -3.0	4	-0.7	1	-2.5	-0.6	-6	-1	2	-1.8	-1.8
(3) CS(=O)(=O)Nc1ccc(-c2cnc3cccnn23)cc1
  12*	-325	-0.7	19	1.2	-6.6	i	i	-106	-0.7	x
(4) COc1ccc(C2=CC(=O)C[C@H](c3ccc(Cl)cc3)C2)cn1
  -0.4	-3	-0.3	3	0.5	1.0	1	0	-3	-1.5	0.1
(5) COc1ccc(CNC(=O)C2(CC3CC(c4ccccc4)=NO3)CCNCC2)cc1 (stereo unspecified)
  -0.3	-1	1.5	10	-0.3	0.5	2	2	-3	-1.1	-0.7
(6) O=C1c2ccccc2C(=O)N1Cc1nc(-c2ccccn2)no1
  0.5	2	-0.3	-5	-1.3	0.2	3	-1	2	-0.5	-0.1
(7) CN(C)/N=C/c1ccc(Sc2ccc([N+](=O)[O-])cc2[N+](=O)[O-])o1
  0.1	0	0.6	5	-2.3	2.3	5	7	2	-0.5	1.0
(8) O=C(c1cc2cc(Cl)ccc2[nH]1)N1CCN(C(=O)c2ccco2)CC1
  0.6	-9	1.2	2	5.9*	2.4	-17	-4	2	0.0	0.4
(9) CCOCCCn1c(C)nc2c(c1=O)c1nc3ccccc3nc1n2CCC1=CCCCC1
  2.0	-185	-0.9	3	-2.4	-0.7	-38	-28	-59	-1.7	0.9
(10) O=C(COc1ccc([N+](=O)[O-])cc1)NC(C(=O)O)C(O)c1cccc([N+](=O)[O-])c1 (stereo unspecified)
  -1.5	-14	0.4	4	0.3	2.9	1	-3	-4	-1.7	4.0
(11) O=C(CCC1CCCCC1)Nc1c2c(nn1-c1ccc(F)cc1)CS(=O)C2 (stereo unspecified)
  -0.2	-1	-0.8	-3	0.3	-1.5	0	1	-2	-1.4	-0.2
(12) COCCCNC(=O)CC(NCCCOC)C(=O)O (stereo unspecified)
  -3.5	-4	-0.1	6	0.6	4.0	-2	-1	-4	-1.1	-2.7
(13) O=C(Nc1ccccc1-c1nc2ccccc2[nH]c1=O)c1cccs1
  -0.4	-13	-0.6	-3	-1.2	0.4	-12	-2	-5	-1.2	0.0
(14) CCCCC(=O)Nc1ccc(C(=O)Nc2ccc(S(=O)(=O)N3CCCC3)cc2)cc1
  -1.5	0	-0.2	-7	-0.6	-0.8	5	3	0	-1.4	1.1
(15) c1ccc2nc(N3CCCC3)c(N3CCCC3)nc2c1
  -1.1	-24	-0.3	4	-1.9	0.6	-31	-27	-6	-1.4	-1.3
(16) Cc1onc(-c2ccccc2)c1C(=O)NCc1cccc(Cl)c1
  -0.3	-4	0.1	-2	-1.4	0.3	-7	0	0	-1.3	-0.8
(17) Cc1ccc(NC(=O)CN(C)c2ccc(S(=O)(=O)N3CCN(C)CC3)cn2)cc1
  -1.4	-10	-0.1	-1	-1.3	-0.6	-5	-2	-6	-0.8	-0.1
(18) Cc1cccc(C)c1NC(=O)CN1C(=O)S/C(=C\c2cccn2C)C1=O
  -0.7	1	0.4	3	-1.5	2.3	1	3	0	-1.4	-0.3
(19) Cc1cccc(-n2nc(C)c3c(C(=O)O)cc(-c4cccs4)nc32)c1
  2.1	-72	-0.6	-29	-0.4	0.8	i	i	-33	-0.9	4.6*
(20) O=C(c1cccs1)N1C[C@@H](n2cc(-c3ccc(F)cc3)nn2)[C@H](O)C[C@@H]1c1ccc(Cl)cc1
  -0.6	-2	-1.2	-3	-0.6	-5.8	3	7	2	-1.0	-0.7
(21) COc1cccc(COC(=O)c2cc(S(=O)(=O)N3CCCCC3)ccc2N2CCOCC2)c1OC
  1.4	-3	-0.4	7	0.2	1.3	-2	1	0	-1.2	0.1
(22) CN(C)C(=O)c1ccc(OCC(F)(F)F)nc1
  -1.2	0	0.0	3	-1.6	1.0	-1	1	-5	-0.7	-0.4
(23) O=C(CSc1nc2ccccc2n1Cc1ccccc1)N/N=C/c1ccccc1C(=O)O
  -0.9	0	0.0	-15	-0.1	1.0	-9	1	-9	-1.6	1.3
(24) CC(C)CNC(=O)/C=C/C=C/c1ccc2c(c1)OCO2
  8.4	-360	0.4	2	-0.4	0.2	-274	-232	-83	-0.7	1.8
(25) Cn1c(=O)[nH]c(Nc2ccccc2)c([N+](=O)[O-])c1=O
  1.5	-5	0.4	2	-0.6	0.4	0	3	-1	-0.3	-0.2
(26) COc1ccc(CNC(=O)Cn2cnc3c(OCc4ccccc4)ncnc32)cc1
  1.3	-18	0.3	4	-0.1	1.0	-1	1	-5	-0.6	-0.3
(27) O=C(CNC(=O)c1ccc(Cl)cc1Cl)OCn1nnc2ccccc2c1=O
  -1.6	-1	-1.3	2	-2.1	1.4	1	-2	0	-0.4	1.6
(28) Cc1ccc(-c2cccc(C(=O)NCCc3ccccc3)n2)c2ccccc12
  6.9	-5	0.6	-8	0.7	2.0	-16	-11	-4	-1.1	0.3
(29) COc1ccc(S(=O)(=O)N(C)C[C@H]2Oc3ccc(NC(=O)NC4CCCCC4)cc3C(=O)N([C@H](C)CO)C[C@@H]2C)cc1
  -3.2	9	0.1	-29	-1.4	-1.0	1	-2	0	-1.2	-0.3
(30) Cc1ccc2c(c1)C1CN(C)CCC1N2S(=O)(=O)c1ccc(C#N)cc1 (stereo unspecified)
  -2.2	8	1.7	-18	-2.1	2.1	-2	1	3	-1.6	0.1

The last two entries of the section before lead into the next.
Results follow in this order: hgDAF-12 ag	ADAM10 inh	DAX1 inh-1	sPLA2-III inh	hcDAF-12 act	FXN GAA850 act	PLC-beta3 inh	PLC-gamma1 inh	ADAM17 inh	ssDAF-12 act	DAX1 inh-2
(29) COc1ccc(S(=O)(=O)N(C)C[C@H]2Oc3ccc(NC(=O)NC4CCCCC4)cc3C(=O)N([C@H](C)CO)C[C@@H]2C)cc1
  -3.2	9	0.1	-29	-1.4	-1.0	1	-2	0	-1.2	-0.3
(30) Cc1ccc2c(c1)C1CN(C)CCC1N2S(=O)(=O)c1ccc(C#N)cc1 (stereo unspecified)
  -2.2	8	1.7	-18	-2.1	2.1	-2	1	3	-1.6	0.1
(31) CC(C)CCOP(=O)(c1ccc(N(C)C)cc1)C(O)c1ccccc1 (stereo unspecified)
  -2.5	-9	0.0	0	-2.0	8.2*	1	-1	-2	-0.8	-1.1
(32) COc1cccc(-c2ccc(NC(=O)C3CCCN(Cc4cnc(C)n4C)C3)cc2)c1 (stereo unspecified)
  1.1	-1	0.4	-16	-1.6	-0.6	-4	2	-2	-1.0	-0.3
(33) COc1ccc(CNC(=O)C(NS(=O)(=O)c2ccc3c(c2)CCCN3C(C)=O)C(C)C)cc1 (stereo unspecified)
  -1.3	-2	-0.5	-1	-1.2	-0.3	0	2	-2	-1.4	0.7
(34) COc1ccc(-n2nnnc2SCC(=O)c2cc3ccccc3o2)cc1
  -1.4	11	-0.2	-32	-0.1	0.4	-10	-5	6	-1.3	0.3
(35) CN(C)S(=O)(=O)N1CCN(CC(O)COc2ccc(C(=O)c3ccccc3)cc2)CC1 (stereo unspecified)
  -4.8	10	-1.6	-6	-2.8	-1.5	0	1	-2	-1.6	-1.1
(36) CC1(C)CN2C(=O)c3ccccc3C2(C)S1 (stereo unspecified)
  -1.2	-5	0.1	-2	0.1	-1.1	4	0	2	-1.7	2.2
(37) COc1ccc(C(=O)N2CCN(S(=O)(=O)c3ccccc3)CC2)c(OC)c1
  -0.5	12	0.8	0	0.1	0.1	2	2	2	-0.4	0.4
(38) CN1CCN(Cc2nc3ccccc3n2C)CC1CCO (stereo unspecified)
  -1.2	1	0.0	-4	1.2	-0.3	-6	-1	-1	-0.8	-0.6
(39) CC(C)C(c1nnnn1CCc1ccccc1)N1CCOCC1 (stereo unspecified)
  0.0	-5	0.0	10	1.5	1.9	0	2	2	-0.3	1.4
(40) COc1ccc(S(=O)(=O)N2CCC(C(=O)N[C@@H](C)C(=O)NCc3cccnc3)CC2)cc1
  -0.5	-12	1.0	4	-2.4	0.3	0	1	-5	-0.6	1.8

Full records from above. Order of screens: hgDAF-12 ag | ADAM10 inh | DAX1 inh-1 | sPLA2-III inh | hcDAF-12 act | FXN GAA850 act | PLC-beta3 inh | PLC-gamma1 inh | ADAM17 inh | ssDAF-12 act | DAX1 inh-2
CN1CCN(Cc2nc3ccccc3n2C)CC1CCO (stereo unspecified) is entered as -1.2 | 1 | 0.0 | -4 | 1.2 | -0.3 | -6 | -1 | -1 | -0.8 | -0.6
CC1(C)CN2C(=O)c3ccccc3C2(C)S1 (stereo unspecified) is entered as -1.2 | -5 | 0.1 | -2 | 0.1 | -1.1 | 4 | 0 | 2 | -1.7 | 2.2
COc1ccc(C(=O)N2CCN(S(=O)(=O)c3ccccc3)CC2)c(OC)c1 is entered as -0.5 | 12 | 0.8 | 0 | 0.1 | 0.1 | 2 | 2 | 2 | -0.4 | 0.4

More structures.
Results follow in this order: hgDAF-12 ag	ADAM10 inh	DAX1 inh-1	sPLA2-III inh	hcDAF-12 act	FXN GAA850 act	PLC-beta3 inh	PLC-gamma1 inh	ADAM17 inh	ssDAF-12 act	DAX1 inh-2
(41) N/C(=N\OC(=O)c1cc(Cl)ccc1Cl)c1cccnc1
  2.0	7	0.4	4	6.3*	3.8	9	8	1	0.7	-0.5
(42) COCCNC(=O)CSc1nc2cc3c(cc2c(=O)n1CCCC(=O)NCCc1ccc(OC)c(OC)c1)OCO3
  -0.3	-1	-0.6	2	-2.3	0.4	0	3	-3	-1.9	-1.1
(43) Cn1c(=O)c([N+](=O)[O-])c(NCc2ccccc2)c2ccccc21
  0.0	2	-0.3	-3	-0.1	1.1	-4	-4	1	-0.5	-0.5
(44) Cc1cccc(C)c1NC(=O)COC(=O)/C=C/c1ccc(S(=O)(=O)N2CCOCC2)cc1
  -2.8	-9	1.6	11	-0.6	-2.2	0	1	-6	-0.3	2.2
(45) Cc1ccc(Nc2n[nH]c(C)c2[N+](=O)[O-])cc1C
  19*	5	4.4*	-14	11*	6.1	4	5	3	1.0*	3.7
